# Screening results from PubChem BioAssay.
# H37Rv inhibition: M. tuberculosis growth inhibition, HTS (AID 449762); M. tuberculosis H37Rv growth inhibition, 7H9 media; higher % means a stronger effect; inhibition, % at 25 µM, or IC50 in µM where a hit was titrated; actives 0.59% (n = 330,000); in the data active = a potency from the dose series; inconclusive = inhibition above about 70% without an active follow-up result;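 also: bacterial growth assessed after seven days of incubation; strong numbers were not always called active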
# inhibitors of VEEV: inhibitors of VEEV TC-83 cytopathic effect, confirmation, Vero cells (AID 588727); Vero cells, VEEV TC-83 cytopathic effect inhibition; higher % means a stronger effect; inhibition, % at 20 µM, or IC50 in µM where a hit was titrated; actives 0.13% (n = 350,000); in the data active = a potency from the dose series; inconclusive = inhibition mostly from about 14% at the one dose, without a potency; inactive = the rest, 99 in 100 with inhibition below about 12%; also: strong numbers were not always called active
# Salmonella PhoP GFP: PhoP regulon inhibitors, Salmonella typhi PhoP promoter GFP reporter, confirmatory (AID 1850); inhibition, % at 50 µM, or IC50 in µM where a hit was titrated; actives 0.33% (n = 310,000); Salmonella Typhi PhoP-promoter GFP reporter, fluorescence, 4 h; higher % means a stronger effect; in the data active = a potency from the dose series; inconclusive = inhibition mostly from about 25% at the one dose, without a potency; inactive = the rest, 99 in 100 with inhibition below about 19%;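 also: 0% = induced wells with vehicle and 100% = uninduced wells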
# tuberculosis growth: growth inhibition of non-replicating M. tuberculosis (AID 488890); Mycobacterium tuberculosis non-replicating, growth inhibition; higher % means a stronger effect; one-dose inhibition, % at 25 µM; IC50 in µM for titrated hits; actives 0.39% (n = 320,000); in the data active = a potency from the dose series; inconclusive = inhibition mostly from about 82% at the one dose, without a potency; inactive = the rest, 99 in 100 with inhibition below about 76%;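 also: plate controls were DMSO cells for no effect and high antibiotic wells for full effect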
# H1N1 NS1A inhibition: NS1A inhibition, H1N1 influenza, cell based functional assay (AID 504329); one-dose inhibition, % at 12.5 µM; IC50 in µM for titrated hits; NS1A functional cell-based assay, percent inhibition; higher % means a stronger effect; actives 0.3% (n = 340,000); in the data active = a potency from the dose series; inconclusive = inhibition above about 27% without an active follow-up result; also: strong numbers were not always called active
# inhibitors of VEEV 10K pilot screen: further read-out of inhibitors of VEEV, marked with its call; inhibition, %; measured here: 10K pilot screen inhibition
# * = called active by the depositor; i = inactive; ? = inconclusive; nt = not tested or not shown. No enrichment for hits. About 1.4% of those tested had a hit in this group.
SMILES,H37Rv inhibition,inhibitors of VEEV,Salmonella PhoP GFP,tuberculosis growth,H1N1 NS1A inhibition,others
Cc1ccc(C(=O)N/C(=C\c2ccc(-c3cccc([N+](=O)[O-])c3)o2)C(=O)NC(C)(C)C)cc1,4%,9.6%,4%,3%,9%,
Cn1c(CN2CCN(c3cccc(Cl)c3)CC2)nc2ccccc21,13%,1.2%,1%,17%,-5%,
Cc1cc(C(=O)c2cccs2)c(N)s1,9%,0.7%,12%,37%,9%,
CC(C)c1nnc(NC(=O)CCC2CCCCC2)s1,-11%,1.8%,-6%,2%,-2%,
CSc1ccc(CCNC(=O)c2cc(C)nn2-c2ccccc2)cc1,3%,i,-2%,-1%,-6%,
COc1ccc(NC(C)=O)cc1S(=O)(=O)N1CC=C(c2ccccc2)CC1,-1%,1.0%,nt,13%,-16%,
CN1CCN(c2ccc3c(c2)C2CC3CCN2C(=O)OCc2ccccc2)CC1 (stereo not drawn),nt,i,nt,nt,6%,
COCCN1CCN(C(=O)C2CCC(=O)N(Cc3cccc(C(F)(F)F)c3)C2)CC1 (stereo not drawn),2%,1.0%,-8%,-6%,-13%,
COc1nc(NCc2ccco2)nc(N2CCC(C)CC2)n1,7%,0.9%,0%,23%,-4%,
CC1=CC(C)(C)NC(=S)N1NC(=O)c1ccccc1Cl,-1%,5.1%,-1%,18%,-1%,
Cc1ccc(C(=O)NCCc2nnc3ccc(SCC(=O)N4CCCCC4)nn23)cc1,-4%,1.1%,-5%,-5%,-3%,
Cc1cc(C)n(C(C)n2nc(C)cc2C)n1,-6%,0.3%,-5%,15%,-3%,

# Compounds shown so far containing four or more nitrogen atoms:
SMILES,H37Rv inhibition,inhibitors of VEEV,Salmonella PhoP GFP,tuberculosis growth,H1N1 NS1A inhibition,others
Cn1c(CN2CCN(c3cccc(Cl)c3)CC2)nc2ccccc21,13%,1.2%,1%,17%,-5%,
COc1nc(NCc2ccco2)nc(N2CCC(C)CC2)n1,7%,0.9%,0%,23%,-4%,
Cc1ccc(C(=O)NCCc2nnc3ccc(SCC(=O)N4CCCCC4)nn23)cc1,-4%,1.1%,-5%,-5%,-3%,
Cc1cc(C)n(C(C)n2nc(C)cc2C)n1,-6%,0.3%,-5%,15%,-3%,

# The list goes on:
SMILES,H37Rv inhibition,inhibitors of VEEV,Salmonella PhoP GFP,tuberculosis growth,H1N1 NS1A inhibition,others
CN=C(Nc1cc(Cl)ccc1Cl)SC1CC(=O)N(c2ccc(C(=O)OC)cc2)C1=O (stereo not drawn),22%,2.1%,-3%,21%,3%,
CC1CC(C)CN(C(=O)c2ccc3c(c2)N(Cc2ccccc2)CCS3)C1 (stereo not drawn),0%,5.9%,-20%,21%,13%,
COC1(OC)N=C(N)C2(C#N)C(c3ccccc3)NC(C)=CC12C#N (stereo not drawn),1%,0.9%,22%,2%,-14%,
COCCN(C(=O)COC(=O)C(C)(C)Oc1ccc(Cl)cc1)c1c(N)n(Cc2ccccc2)c(=O)[nH]c1=O,nt,2.0%,nt,nt,-8%,
CCCS(=O)(=O)N1CCN=C1SCc1cccc(F)c1,-3%,5.8%,4%,1%,3%,
O=C(NCCS(=O)(=O)NCc1ccccc1)c1ccccc1,-6%,4.0%,7%,-10%,-10%,
Cc1ccc(N2CN=C(c3ccccc3)NC2=S)cc1,6%,0.1%,-6%,42%,-11%,
CCC1C(=O)NCCN1C(=O)CCc1nnc(CCc2ccc(OC)cc2)o1 (stereo not drawn),-3%,0.8%,-12%,-11%,-7%,
Cc1ccc(N2C(S)=C(C#N)C(=O)NC2c2ccco2)cc1 (stereo not drawn),-5%,0.2%,-1%,0%,-6%,
COc1ccc(-c2nc3ccccc3c(=O)n2CCOc2cccc(C)c2C)cc1,3%,0.5%,-9%,-35%,-1%,
COC(=O)C1=C(c2ccc(OC)c(OC)c2)C[C@@H]2CC[C@H]1N2C(=O)N1CCCCC1,-18%,i,nt,-4%,11%,
COc1ccc2oc(C(=O)Nc3nc4ccccc4[nH]3)c(C)c2c1,26%,3.1%,12%,78%,-7%,
CCN=C1SC(CC(=O)Nc2ccccc2OCC)C(=O)N1CC (stereo not drawn),-6%,5.3%,-2%,9%,16%,
CCNc1c(NS(=O)(=O)c2ccc([N+](=O)[O-])cc2)c(=O)oc2ccccc12,6%,i,-19%,8%,5%,
CCOC(=O)c1cc(C)n(-c2ccc(OC)c(OC)c2)c1C,-1%,3.5%,-4%,0%,0%,
S=c1[nH]nc(C2CCCCC2)n1/N=C/c1c(Cl)cccc1Cl,6%,2.2%,4%,-1%,-1%,
COc1ccc(CCC(=O)NNC(=O)Nc2cc(Cl)ccc2C)cc1,1%,0.1%,-7%,-14%,4%,
Cc1cc2c(ncn2C)c(NS(=O)(=O)c2ccccc2Cl)c1C,2%,6.4%,-1%,57%,15%,
COc1ccc(CC(=O)NC2CCSc3ccccc32)c(OC)c1 (stereo not drawn),2%,i,-8%,0%,8%,
CC1CCCCC1NCc1cccc([N+](=O)[O-])c1 (stereo not drawn),9%,1.1%,-6%,23%,1%,
COC(=O)c1c(-c2ccc(C)cc2)csc1NC(=O)Cc1ccc(OC)c(OC)c1,nt,6.8%,nt,nt,3%,
N#CCCn1cc(C(=O)Nc2cccc(C(=O)O)c2)c(-c2ccc(Cl)cc2)n1,-2%,2.0%,-8%,3%,1%,
C=CCN1C(=O)CN=C1Nc1cc(C)ccc1C,-18%,0.6%,-7%,4%,-1%,
COc1cccc(CC(=O)N2CCN(c3ccccc3[N+](=O)[O-])CC2)c1,5%,0.9%,7%,7%,-5%,

# Random excerpt: four entries already listed
SMILES,H37Rv inhibition,inhibitors of VEEV,Salmonella PhoP GFP,tuberculosis growth,H1N1 NS1A inhibition,others
S=c1[nH]nc(C2CCCCC2)n1/N=C/c1c(Cl)cccc1Cl,6%,2.2%,4%,-1%,-1%,
COc1cccc(CC(=O)N2CCN(c3ccccc3[N+](=O)[O-])CC2)c1,5%,0.9%,7%,7%,-5%,
COc1ccc(CC(=O)NC2CCSc3ccccc32)c(OC)c1 (stereo not drawn),2%,i,-8%,0%,8%,
Cc1cc2c(ncn2C)c(NS(=O)(=O)c2ccccc2Cl)c1C,2%,6.4%,-1%,57%,15%,

# Carrying on:
SMILES,H37Rv inhibition,inhibitors of VEEV,Salmonella PhoP GFP,tuberculosis growth,H1N1 NS1A inhibition,others
Cc1c(Br)c([N+](=O)[O-])nn1CC(=O)Nc1ccc(Cc2ccncc2)cc1,-6%,0.1%,21%,45%,-2%,
Cc1ccnc(NC(=O)COC(=O)C23CC4CC(CC(C4)C2)C3)n1,-3%,i,-15%,-4%,-8%,
CC(C)(C)c1[nH]nc2c1C(c1ccco1)C(C#N)=C(N)O2 (stereo not drawn),5%,i,-3%,16%,6%,
CCc1ccc(C(C)NC(=O)C2CCCO2)cc1 (stereo not drawn),5%,6.7%,7%,8.6µM*,-48%,
C=C(c1cccc2ccccc12)P(=O)(O)O,3%,1.1%,6%,-12%,-9%,
Cc1nc(Cl)c(C(=O)NCCc2ccccc2)c(C)c1[N+](=O)[O-],4%,0.1%,-16%,-6%,-6%,
CCCCCOC(=O)c1ccc(NC(=O)c2ccco2)cc1,-4%,5.8%,-5%,?,15%,
CCC(=O)N1CCc2cc(S(=O)(=O)CCC(=O)N3CCc4ccccc4C3)ccc21,-13%,0.1%,2%,-8%,21%,
C=CCC(O)(CC=C)CNC(=O)c1ccc(OC)c(OC2CCN(C(C)=O)CC2)c1,8%,i,1%,-5%,-3%,
CCCC(=O)O/N=C(\c1ccccc1)c1ccncc1,6%,1.1%,-2%,-3%,-6%,
COc1ccc(S(=O)(=O)NC(CC(=O)NCc2ccc3c(c2)OCO3)c2ccco2)cc1 (stereo not drawn),0%,5.3%,10%,7%,6%,
CCOc1cc2[nH]c(=S)n(Cc3ccc(C(=O)NCCCOC)cc3)c(=O)c2cc1OCC,-1%,2.6%,5%,-10%,-21%,
CCc1c(O)nc(SCC(=O)Nc2ccccc2OC)[nH]c1=O,-4%,3.5%,-5%,6%,-6%,
CC(C)CCC1(C)NC(=O)N(CC(=O)Nc2ccc3c(c2)OCCO3)C1=O (stereo not drawn),-7%,2.6%,nt,3%,-4%,
Cc1ccccc1OCc1nc2ccccc2c(=O)n1/N=C/c1c[nH]c2ccccc12,3%,0.9%,-3%,14%,-1%,
N#Cc1ccccc1CSc1nnc(-c2ccncc2)o1,2%,0.2%,13%,1%,5%,
CCN1CCc2c(sc(NC(=O)c3ccc(S(=O)(=O)N4CCOCC4)cc3)c2C(=O)OC)C1,-5%,4.7%,1%,6%,3%,
COc1cccc(-c2nc(-c3ccc(NC(=O)Cc4ccccc4OC)cc3)no2)c1,nt,3.9%,nt,nt,-13%,
O=C(CCN=C1NS(=O)(=O)c2ccccc21)OCc1cccc(Cl)c1,-4%,1.1%,-8%,-3%,13%,
CCOC(=O)C1CCCN(C(=O)Cn2nc(Cc3cccnc3)c3ccccc3c2=O)C1 (stereo not drawn),1%,1.5%,-7%,-8%,3%,
CC1=NNC(=O)C1CCC(=O)N/N=C\c1ccc(Cl)c(Cl)c1 (stereo not drawn),11%,0.2%,2%,20%,3%,
c1coc(-c2nc3nc4ccccc4nc3n2CC2CCCO2)c1 (stereo not drawn),4%,8.8%,-11%,12%,-1%,
O=C(Nc1cccc(Cl)c1)NC1CC2CCC(C1)N2Cc1ccco1 (stereo not drawn),-4%,1.4%,8%,2%,-3%,
COc1ccc(N(Cc2ccccc2)S(=O)(=O)c2cccc(C(=O)NC3=NCCS3)c2)cc1,-2%,0.2%,-5%,48%,4%,
CC(C)(C)OC(=O)N1CCC(NC(=O)c2[nH]cnc2C(=O)Nc2ccon2)CC1,-5%,3.4%,nt,5%,0%,
COC(=O)[C@@H]1CCCN1C(=O)CCc1nnc(CCC2CCCCC2)o1,8%,0.5%,7%,77%,-1%,inhibitors of VEEV 10K pilot screen=1.1
CC1CCCC(NC(=O)CC2Nc3ccccc3NC2=O)C1C (stereo not drawn),5%,8.2%,0%,3%,5%,
CCC(=O)N1CCc2cc(OC)c(OC)cc2C1COc1ccc(C(=O)OC)cc1 (stereo not drawn),-2%,i,13%,-6%,-2%,
C/C(=N\NC(=O)Cc1cc(=O)[nH][nH]1)c1cccc([N+](=O)[O-])c1,-1%,i,-4%,-5%,8%,
Cc1oncc1-c1csc(-c2ccccc2Cl)n1,9%,0.9%,12%,13%,0%,
C/C(=N\NC(=O)CN(c1ccccc1Br)S(C)(=O)=O)c1ccc2c(c1)OCCO2,0%,1.6%,-3%,10%,3%,
Cc1ccc(C(=O)CSC2=NC(N)=C(C#N)C3(CCCCC3)C2C(N)=O)cc1 (stereo not drawn),-24%,i,-2%,48%,5%,
O=C1CC(C(F)(F)C(F)(F)C(F)(F)C(F)(F)F)=Nc2ccccc2N1,0%,2.6%,-2%,13%,6%,
N=C(N)N1CCN(Cc2ccccc2)CC1,-4%,nt,5%,7%,nt,
Cc1nc2c3cnn(-c4ccc(C)c(C)c4)c3ncn2n1,64%,9.8%,3%,22%,6%,
CNC(=O)COC(=O)c1c2c(nc3ccccc13)CCC2,-5%,1.6%,4%,-8%,4%,
CC(C)C(NC(=O)C(c1ccccc1)c1ccccc1)c1nc2ccccc2[nH]1 (stereo not drawn),4%,10%,-19%,6%,-8%,
Cc1ccccc1CN(C)C(C)C(=O)Nc1ccccc1F (stereo not drawn),11%,28%,-15%,30%,9%,
O=C1CCC/C=C\C[C@@H](CC(=O)N(CCO)Cc2ccccc2)C(=O)NCCO1,-2%,1.0%,nt,7%,9%,
O=C(NCCCN1CCOCC1)c1ccccc1NS(=O)(=O)c1cc([N+](=O)[O-])ccc1Cl,5%,4.0%,-3%,13%,6%,
Cc1ccc(S(=O)(=O)Nc2cc(C)cn(Cc3ccc(F)cc3)c2=O)cc1,5%,2.0%,3%,19%,5%,
COC(=O)c1ccc2c(c1C(=O)OC)CN(S(=O)(=O)C(C)(C)C)[C@H]2CCO,nt,i,nt,nt,-16%,
CCOC(=O)C1CN(Cc2ccccc2)C(=O)C1=O (stereo not drawn),nt,3.1%,nt,nt,0%,
CN(C)c1ccc(N=C/C=C2\N(C)c3ccccc3C2(C)C)cc1,21%,i,11%,78%,14µM*,
OCC1(CCOc2ccccc2)CCN(Cc2ccc3c(c2)OCCO3)CC1,8%,i,3%,15%,-15%,
Cn1c(N)cc(-c2ccc(F)cc2)c(C#N)c1=O,-1%,0.6%,1%,-6%,-6%,
CCOC(=O)C1C(=O)C=C(N2CCOCC2)CC1c1cccc(OC)c1 (stereo not drawn),-3%,0.6%,3%,-9%,19%,
